# WT yeast gro inh: growth inhibition of WT yeast, mitochondrial fusion screen | mitochondrial fusion phenotypic screen, WT strain | inhibition, % at 10 µM | 2.1% of 190,000 active | AID 1362; in the data active = inhibition above about 58%; tested in S. cerevisiae
# MT stabilizer: stabilizes microtubules in HeLa cells. HeLa tubulin immunostaining HCS, 24 h; share of cells brighter than vehicle mean+2SD. % tubulin-high responders, % at 10 µM. 0.83% of 200,000 active. AID 2205;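 active = plate Z-score above 3 for both tubulin-high and condensed-nucleus cell shares, with cell loss under 80%, at 10 µM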;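 note: anti alpha tubulin signal scored within the nucleus-defined area of each cell; some results filed as inactive read as strong as hits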
# bCat nuc transl: beta-catenin nuclear translocation modulation; HeLa beta-catenin nuclear translocation, immunofluorescence imaging; nuclear translocation activity, % at 5 µM; 0.3% of 190,000 active; AID 1665;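 active = nuclear translocation activity above 50% at 5 µM, with a well cell count of 50 or more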;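 note: per-cell ratio of nuclear to cytoplasmic median beta-catenin stain intensity; plate controls were DMSO negative control for no effect and GSK-3 inhibitor IX positive control for full effect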
#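 Read-out: Nuclear/cytoplasmic beta-catenin signal ratio, % activation | Assay system: Human HeLa cell line | Times: 24 h compound exposure at 37°C, 5% CO2 | Signal: Fluorescence imaging of beta-catenin antibody stain plus DAPI | Dosing: 5 µM primary, 0.02–20 µM confirmation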
# Dynein cargo inh: dynein cargo transport inhibition; 3617.4 mouse cells, GR-EGFP nuclear translocation imaging; test concentration mostly 20 µM; stimulated with dexamethasone, 1 µM; stronger effect = lower value; z-score, hits read low; 0.47% of 220,000 active; AID 1381;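 active = plate z-score of nuclear minus cytoplasmic receptor signal below a set negative limit, without overly bright fluorescence or cell loss, cut at about -3.5 in these data, passing the limit was not always enough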;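 note: z-score of nuclear minus cytoplasmic ring GR-EGFP intensity difference per well; some compounds called inactive have numbers as strong as hits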
#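 medium = tetracycline-free induction medium containing charcoal-stripped FBS | also added = 1.0 µM final dexamethasone stimulus | schedule = 48 h induction, 1 h compound, 30 min dex at 37 °C | technique = fixed, Hoechst-stained cells imaged at 10x for EGFP | measure = GR-EGFP nuclear translocation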
# NOD2 inhibition: inhibition of NOD2-driven NF-kB reporter – cell-based, luminescence, uHTS, HEK293 (AID 1566). HEK293 NOD2/NF-kB luciferase reporter, luminescence; higher % means a stronger effect. 0.63% of 290,000 active. inhibition, % at 4 µM, or EC50 in µM where a hit was titrated; in the data active = inhibition above about 50%; note: many of its hits are not listed in these tables
# Insulin prom up: MIN6 insulin promoter up-regulation | MIN6 insulin promoter-GFP reporter, high-content imaging; stronger effect = higher value | 0.3% of 190,000 active | z-score at 5 µM | AID 1625;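 active = z-score above 3 at 5 µM with at least 500 cells counted in the well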
# Yfh1-depleted yeast: enhancers of respiration in Yfh1-depleted yeast, dose response, Friedreich's ataxia, plus single-dose screen (AID 1465); S. cerevisiae Yfh1-off respiration, WST-1 reduction, 72 h; higher fold induction means a stronger effect; fold induction at 50 µM, or EC50 in µM where a hit was titrated; 0.074% of 220,000 active;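 active = fold induction of absorbance versus untreated yeast above a set limit, then at least 30% activation at any dose in follow-up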;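 note: activators that raise dye reduction in frataxin-depleted yeast; strong numbers were not always called active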
# Autophagy HCS: alters autophagy in cells; MEF GFP-LC3 puncta imaging; test concentration mostly 10 µM; calls only at 10 µM (by protocol); 0.98% of 190,000 active;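 active = percentage of spot-positive cells more than 3 SD above its plate mean, without a fluorescence outlier flag or 80% toxicity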;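 note: spot-positive cell cutoff set from DMSO-treated cells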
# Lipid droplet: modulators of hepatic lipid droplet formation; AML12 mouse hepatocytes, oleate lipid droplets, BODIPY imaging; inhibition, % at 6.5 µM; 0.4% of 240,000 active; AID 1656;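 active = lipid droplet intensity inhibited by at least 50%, with more than 500 cells counted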
#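 Test system: AML12 mouse liver cells; schedule: overnight exposure; technique: high-content imaging of BODIPY-stained droplets and DAPI nuclei; read-out: % inhibition of corrected integrated BODIPY droplet signal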
# WT yeast gro inh mutant strain: further read-out of WT yeast gro inh, marked with its call; inhibition, %; mitochondrial fusion phenotypic screen, mutant strain inhibition
# Dynein cargo inh cytoplasmic EGFP: second read-out of Dynein cargo inh, no call of its own (marks repeat the call); z-score; measured here: cytoplasmic GR-EGFP intensity; stronger effect = higher value
# Dynein cargo inh nuclear GR-EGFP: recorded beside Dynein cargo inh, whose call it bears; z-score; measured here: nuclear GR-EGFP intensity;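 lower value marks the stronger effect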
# Dynein cargo inh cell count: recorded beside Dynein cargo inh, whose call it bears; z-score; measured here: cell count per field
# Insulin prom up cell count: second read-out of Insulin prom up, no call of its own (marks repeat the call); cell count; measured here: cytotoxicity, nuclei count;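 total cells summed across four imaged fields per well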
# Lipid droplet cells 6.5 µM: second read-out of Lipid droplet, no call of its own (marks repeat the call); cell count; measured here: cell count, cytotoxicity flag;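 cells counted across two imaged fields per well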
# bCat nuc transl cell count 5 µM: second read-out of bCat nuc transl, no call of its own (marks repeat the call); cell count; measured here: cell count, cytotoxicity flag
# MT stabilizer Hoechst-high %: further read-out of MT stabilizer, marked with its call; % Hoechst-high responders; measured here: nuclear condensation Hoechst responders;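 share of cells brighter than vehicle mean plus two SD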
# MT stabilizer cytotoxicity %: further read-out of MT stabilizer, marked with its call; toxicity, %; measured here: cytotoxicity by cell density;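 0% = mean cell density of plate MIN control wells and 100% = no cells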
# Autophagy HCS cell loss 18 h: also measured in Autophagy HCS; calls as there; toxicity, %; measured here: cell loss, nuclei count;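 cell loss after 18 h compound exposure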
# * marks the source's active call; other numbers are inactive results; i = inactive; nt = no result given.
SMILES,WT yeast gro inh,WT yeast gro inh mutant strain,MT stabilizer,MT stabilizer Hoechst-high %,MT stabilizer cytotoxicity %,bCat nuc transl,bCat nuc transl cell count 5 µM,Dynein cargo inh,Dynein cargo inh cytoplasmic EGFP,Dynein cargo inh nuclear GR-EGFP,Dynein cargo inh cell count,NOD2 inhibition,Insulin prom up,Insulin prom up cell count,Yfh1-depleted yeast,Autophagy HCS,Autophagy HCS cell loss 18 h,Lipid droplet,Lipid droplet cells 6.5 µM
COc1ccc(OCCNC(=S)Nc2cccc3ccccc23)cc1,60*,55*,3.2,1.7,4.7,-0.3,1091,-0.3,-0.23,-0.46,1.1,9%,-0.11,1891,i,i,-21,3,640
CCc1ccccc1NC(=S)NNC(=O)c1ccccc1Cl,3,14,5.0,1.7,4.9,-5.3,1142,-0.21,-0.24,0.3,0.23,-37%,0.1,1441,i,i,26,20,661
CCOC(=O)C1CN(S(=O)(=O)c2ccc(C)cc2)c2cc(S(=O)(=O)CC)ccc2O1 (stereo not drawn),-1,5,1.2,0.9,7.6,0.9,1433,0.29,-0.22,-0.031,0.27,15%,0.18,1274,i,i,0,nt,nt
O=C(c1cnn2ccccc12)N1CCc2ccccc21,10,10,3.7,2.8,4.6,-6.5,1191,-0.79,-0.24,-0.27,0.98,-95%,-0.12,1015,i,i,8,nt,nt
Fc1ccc(Cn2c(SCc3ccc(F)c(C(F)(F)F)c3)nnc2C(F)(F)F)cc1,-8,9,1.8,1.6,6.0,nt,nt,-0.67,-0.23,-0.61,0.45,-17%,nt,nt,i,i,-1,nt,nt
O=C(Cn1c(-c2cncs2)nc2ccccc21)NCCc1ccccc1,11,5,7.0,1.9,2.5,-1.0,1096,-0.15,-0.24,-0.082,0.23,-4%,0.71,1035,i,i,5,nt,nt
O=C(Nc1ccccc1)N(C1=NCCC1)c1ccccc1,nt,nt,nt,nt,nt,1.9,1284,-0.18,-0.25,-0.07,-0.34,11%,-0.15,1141,i,nt,nt,-6,696
CCOC(=O)N1CCC(NC(=O)COc2cc(=O)n(C)c3ccccc23)CC1,-8,-18,7.7,2.2,0.6,nt,nt,-0.55,-0.16,-0.11,-0.13,10%,-0.19,1034,i,i,-5,nt,nt
CCOC(=O)c1c(C2CC2)csc1NC(=O)COC(=O)c1ccc[n+]([O-])c1,10,17,3.9,2.5,4.4,-0.6,959,0.025,-0.25,0.061,0.36,8%,-0.01,1531,i,i,14,-1,578
CC(C)Cn1c(SCC(=O)c2c(N)n(C)c(=O)n(C)c2=O)nc2ccccc21,-9,-13,2.0,1.3,6.5,1.2,1319,-0.66,0.33,-0.64,0.54,2%,-0.42,1635,i,i,12,nt,nt
CC(=O)c1ccc(OCCN2CCOCC2)cc1,3,17,3.2,1.8,8.2,nt,nt,-0.77,-0.23,-0.47,1.1,0%,nt,nt,i,i,4,11,794
COc1ccc(S(=O)(=O)N(C)CC(=O)Nc2ccccc2C(F)(F)F)cc1OC,-3,-15,1.3,0.6,37,-0.3,1081,-0.45,-0.18,0.077,3.1,7%,-0.75,1400,i,i,-5,5,815
O=C(Nc1ccccc1)C1=C[C@H](C2CC2)C[C@H](OCCCCO)O1,9,18,4.5,1.7,9.3,0.9,997,1.8,-0.1,1.6,-1.9,-22%,0.45,1393,i,i,-5,4,677
CCc1nnc(NC(=O)CSc2nnc(-c3ccco3)n2CC)s1,-11,0,2.1,1.1,9.8,-4.5,990,0.53,-0.19,-0.032,0.08,12%,0.03,1202,i,i,-1,nt,nt
O=C(N/N=C/c1c(-c2ccccc2)[nH]c2ccccc12)c1cccnc1,10,24,18*,40*,31*,39,520,0.23,-0.32,0.21,0.66,-22%,0.45,1359,i,i,-28,17,671
Cc1ccc(/C=N\NC(=O)C2CC(=O)N(c3ccccc3)C2)o1 (stereo not drawn),nt,nt,nt,nt,nt,-1.5,1049,-0.29,-0.28,-0.55,0.67,-2%,-0.19,1383,i,nt,nt,14,756
O=c1ccc(-c2ccc([N+](=O)[O-])cc2)nn1-c1ccccc1,-4,2,2.2,2.3,6.0,0.1,1078,0.12,0.33,-0.17,0.38,1%,-0.13,1158,i,i,0,0,691
O=c1cc(CSc2nnc(-c3cccnc3)n2-c2ccccc2F)nc2sccn12,-41,-30,2.6,1.8,7.8,1.5,1250,-0.36,-0.19,-0.87,0.25,17%,-0.47,1547,i,i,5,nt,nt
CCCC(=O)Nc1ccc(Oc2ccc(NC(=O)CCC)cc2)cc1,-15,-2,3.7,1.6,6.5,-0.9,1255,-0.35,-0.23,0.22,-0.93,2%,0.53,1210,i,i,-2,22,789
Cc1ccccc1Nc1nc(N)nc(COC(=O)CC2CC3CCC2C3)n1 (stereo not drawn),23,2,8.9,2.0,4.6,-2.1,1083,-0.033,-0.26,-0.25,0.15,13%,0.58,1317,i,i,2,1,696

# Molecules from the list above that have fluorine (three):
SMILES,WT yeast gro inh,WT yeast gro inh mutant strain,MT stabilizer,MT stabilizer Hoechst-high %,MT stabilizer cytotoxicity %,bCat nuc transl,bCat nuc transl cell count 5 µM,Dynein cargo inh,Dynein cargo inh cytoplasmic EGFP,Dynein cargo inh nuclear GR-EGFP,Dynein cargo inh cell count,NOD2 inhibition,Insulin prom up,Insulin prom up cell count,Yfh1-depleted yeast,Autophagy HCS,Autophagy HCS cell loss 18 h,Lipid droplet,Lipid droplet cells 6.5 µM
Fc1ccc(Cn2c(SCc3ccc(F)c(C(F)(F)F)c3)nnc2C(F)(F)F)cc1,-8,9,1.8,1.6,6.0,nt,nt,-0.67,-0.23,-0.61,0.45,-17%,nt,nt,i,i,-1,nt,nt
COc1ccc(S(=O)(=O)N(C)CC(=O)Nc2ccccc2C(F)(F)F)cc1OC,-3,-15,1.3,0.6,37,-0.3,1081,-0.45,-0.18,0.077,3.1,7%,-0.75,1400,i,i,-5,5,815
O=c1cc(CSc2nnc(-c3cccnc3)n2-c2ccccc2F)nc2sccn12,-41,-30,2.6,1.8,7.8,1.5,1250,-0.36,-0.19,-0.87,0.25,17%,-0.47,1547,i,i,5,nt,nt

# (listing goes on)
SMILES,WT yeast gro inh,WT yeast gro inh mutant strain,MT stabilizer,MT stabilizer Hoechst-high %,MT stabilizer cytotoxicity %,bCat nuc transl,bCat nuc transl cell count 5 µM,Dynein cargo inh,Dynein cargo inh cytoplasmic EGFP,Dynein cargo inh nuclear GR-EGFP,Dynein cargo inh cell count,NOD2 inhibition,Insulin prom up,Insulin prom up cell count,Yfh1-depleted yeast,Autophagy HCS,Autophagy HCS cell loss 18 h,Lipid droplet,Lipid droplet cells 6.5 µM
COc1ccc2c(c1)CC/C(=C\Nc1ccc3c(c1)OCO3)C2=O,nt,nt,1.0,1.2,4.5,-0.9,1213,-0.22,0.39,0.38,0.19,-80%,0.89,909,i,i,33,1,756
CC(=O)NCCN=Cc1sc2ccccc2c1O,11,-11,2.5,1.7,5.2,1.4,1401,-0.12,-0.37,-0.48,0.02,-17%,1.6,1644,i,i,3,nt,nt
COCCN(C(=O)Cc1cccs1)C(C(=O)NCc1ccc(OC)cc1)c1ccc(C)cc1 (stereo not drawn),12,15,2.8,1.5,2.9,0.5,1048,-0.66,-0.22,-0.72,0.72,-3%,-0.08,1616,i,i,6,-8,591
CCN(Cc1ccncc1)C(=O)C1CCN(S(=O)(=O)c2cccs2)CC1,-17,1,3.4,1.5,5.2,-4.2,1130,-1.5,-0.13,-0.73,0.77,10%,nt,nt,i,i,-5,12,775
CC1(C)CC(=O)C=C(NNC(=O)c2ccc(N)cc2)C1,-3,-3,3.0,2.4,8.0,0.9,513,-0.53,-0.29,-0.4,0.21,15%,0.26,1216,i,i,-2,-2,721
O=C1CCSc2ccc(Cl)cc2N1Cc1ccc(Cl)cc1,20,12,3.7,1.4,5.5,0.8,1352,-0.73,-0.18,-0.66,-0.048,8%,0.82,1541,i,i,20,nt,nt
Cc1ccc2nc(NC(=O)c3ccc(Cn4cc(Cl)cn4)o3)sc2c1,7,30,3.3,2.1,6.4,-2.0,1339,-0.011,-0.23,-0.27,-0.33,-8%,0.55,1199,i,i,-4,-7,726
CCOC(=O)NC(=O)/C(C=Nc1ccc(Cl)cc1)=C(\C)O,-3,9,4.5,2.4,11,-1.0,1131,2,-0.25,1.3,-1.7,8%,-0.03,1194,i,i,-3,12,718
Cc1n[nH]c(C)c1S(=O)(=O)N(CC(=O)N1CCc2ccccc21)c1ccc(C(C)C)cc1,12,-3,6.8,3.6,7.6,-1.2,1149,-0.18,-0.15,-0.081,-0.031,-5%,-0.2,1035,i,i,4,nt,nt
COCON1C(=O)CN(C(C)=O)C1c1ccc(Cl)cc1Cl (stereo not drawn),-1,18,1.3,1.7,7.3,nt,nt,0.18,-0.19,0.072,-0.28,20%,nt,nt,i,i,11,nt,nt
O=C(Nc1nc2ccccc2n1CCOc1ccccc1)c1ccco1,56,37,1.7,3.4,8.8,0.8,1152,-0.27,-0.11,0.12,0.97,5%,0.17,1202,i,i,16,nt,nt
CN(Cc1cnn(C)c1)C(=O)c1cc2ccccc2oc1=O,7,11,2.5,0.5,31,-1.3,1094,0.26,-0.19,0.46,0.75,-1%,0.52,1337,i,i,-2,-3,727
c1ccc(-c2nccc(-c3ccc(-n4cnc5ccccc54)cc3)n2)nc1,25,12,0.8,1.0,6.9,0.6,1339,-0.53,-0.22,-0.67,0.052,41%,-2,1546,i,i,-1,nt,nt
CCOC(=O)c1cc(C)n(Cc2ccc(OCC)c(OC)c2)c1C,12,16,1.3,1.2,1.6,2.6,1071,0.49,0.067,0.47,-0.024,1%,1.1,913,i,i,-6,-13,733
COc1ccc(C(=O)NCc2ccc(Cl)c(Cl)c2)cc1OC,0,-10,1.9,2.6,4.2,1.6,431,-0.38,-0.29,-0.48,0.78,0%,-0.41,1279,i,i,32,-2,680

# Assay outcomes from PubChem BioAssay.

# A portion of the library; the hit share may differ from the screen's.
